LYPLA1 inh – blocks human lysophospholipase 1, a PME1 counter-screen; O75608; recombinant LYPLA1, FP-Rh probe fluorescence polarization; inhibition, % at 5.9 µM; actives 0.16% (n = 320,000); AID 2174;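 active = inhibition above the mean of all tested compounds plus 3 SD, set per campaign, cut at about 14% in these data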;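 note: inhibitors block serine hydrolase probe labeling of LYPLA1 so polarization falls; 0% = enzyme with DMSO and 100% = wells lacking LYPLA1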
Target sequence (O75608 whole entry, looked up): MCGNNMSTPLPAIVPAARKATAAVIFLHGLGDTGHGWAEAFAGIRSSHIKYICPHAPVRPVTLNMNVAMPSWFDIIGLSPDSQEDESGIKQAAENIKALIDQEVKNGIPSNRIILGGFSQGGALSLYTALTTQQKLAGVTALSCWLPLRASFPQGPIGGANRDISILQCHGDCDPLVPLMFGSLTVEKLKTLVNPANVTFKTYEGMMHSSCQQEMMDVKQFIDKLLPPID
PREPL inh – human PREPL enzyme inhibition; Q4J6C6; recombinant PREPL, fluorescence polarization activity-based probe; inhibition, % at 5.96 µM; actives 0.68% (n = 320,000); in the data active = inhibition above about 43%;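 note: 0% = enzyme with DMSO and 100% = wells lacking enzyme; many of its hits are not listed in these tables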
Target sequence (Q4J6C6 whole entry, looked up): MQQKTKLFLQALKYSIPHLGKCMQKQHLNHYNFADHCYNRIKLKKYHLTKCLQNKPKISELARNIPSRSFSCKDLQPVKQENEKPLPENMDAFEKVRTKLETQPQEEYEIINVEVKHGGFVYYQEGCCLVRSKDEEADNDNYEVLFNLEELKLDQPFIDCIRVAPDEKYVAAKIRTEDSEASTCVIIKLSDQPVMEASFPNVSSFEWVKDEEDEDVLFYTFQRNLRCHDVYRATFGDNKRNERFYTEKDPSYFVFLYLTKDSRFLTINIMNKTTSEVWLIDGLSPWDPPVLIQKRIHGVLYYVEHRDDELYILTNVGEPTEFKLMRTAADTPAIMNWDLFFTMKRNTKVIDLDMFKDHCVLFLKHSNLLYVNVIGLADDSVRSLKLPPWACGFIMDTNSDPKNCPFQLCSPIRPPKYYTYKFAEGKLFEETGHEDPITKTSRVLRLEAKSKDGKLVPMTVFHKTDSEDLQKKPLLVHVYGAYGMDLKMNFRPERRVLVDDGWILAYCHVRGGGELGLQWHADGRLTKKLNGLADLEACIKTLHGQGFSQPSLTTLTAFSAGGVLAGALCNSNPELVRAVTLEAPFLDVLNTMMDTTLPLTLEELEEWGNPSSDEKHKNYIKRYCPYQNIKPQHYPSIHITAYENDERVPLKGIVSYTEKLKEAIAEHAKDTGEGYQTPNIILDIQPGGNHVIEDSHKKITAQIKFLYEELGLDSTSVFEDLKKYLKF
PAFAH1B2 FP inh – blocks human PAF acetylhydrolase 1b catalytic subunit 2; recombinant PAFAH1B2, FP-rhodamine activity probe, fluorescence polarization; actives 1.2% (n = 340,000); inhibition, % at 3.39 µM; P68402;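 active = inhibition above the mean of all tested compounds plus 3 SD, cut at about 24% in these data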;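 note: 0% = enzyme with DMSO and 100% = wells lacking PAFAH1B2; many of its hits are not listed in these tables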
pPAFAH inh – pPAFAH (human) enzyme inhibition | recombinant pPAFAH, FP-rhodamine probe fluorescence polarization | inhibition, % at 3.39 µM | actives 1.5% (n = 330,000) | AID 463082;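 active = inhibition above the mean inhibition across the screen plus 3 SD, cut at about 25% in these data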;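 note: inhibitors block binding of the rhodamine activity-based probe so polarization drops; 0% = enzyme with DMSO and 100% = wells lacking pPAFAH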
PAD4 inh – PAD4 (human) enzyme inhibition | actives 0.41% (n = 330,000) | inhibition, % at 6.36 µM | Q9UM07 | recombinant PAD4, RCA probe fluorescence polarization;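 active = percent inhibition above a cutoff equal to the mean of all tested compounds plus 3 SD, cut at about 15% in these data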;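 note: 0% = PAD4 with RCA probe and DMSO and 100% = probe without PAD4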
LYPLA2 inh – counter-screen for PME1 inhibitors: inhibitors of human LYPLA2 | recombinant LYPLA2, FP-Rh probe fluorescence polarization | inhibition, % at 5.9 µM | actives 0.38% (n = 320,000) | AID 2177;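 active = inhibition above the screen-wide mean plus 3 SD, limit set per campaign, cut at about 26% in these data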;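 note: 0% = LYPLA2 with DMSO and 100% = wells lacking LYPLA2 enzyme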
PAFAH1B3 FP inh – inhibitors of human PAFAH1B3; inhibition, % at 3.39 µM; Q15102; recombinant PAFAH1B3, FP-rhodamine probe, fluorescence polarization; actives 0.28% (n = 340,000);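 active = inhibition above the screen-wide average of all tested compounds plus 3 SD, cut at about 25% in these data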;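 note: 0% = enzyme with DMSO only and 100% = wells lacking PAFAH1B3 protein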
GSTO1 counter – blocks human GSTO1 in RBBP9 counter-screen. AID 1974. recombinant GSTO1, activity-based probe fluorescence polarization. actives 1.1% (n = 300,000). P78417. inhibition, % at 5.96 µM;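 active = inhibition above the campaign mean inhibition plus 3 SD, cut at about 35% in these data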;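 note: 0% = GSTO1-1 with DMSO and 100% = wells lacking GSTO1-1 enzyme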
PAFAH2 inh – PAFAH2 (human) inhibition; recombinant PAFAH2, FP-rhodamine activity probe, fluorescence polarization; inhibition, % at 3.39 µM; actives 0.99% (n = 340,000);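 active = inhibition above the mean over all tested compounds plus 3 SD, cut at about 30% in these data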;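 note: inhibitors block probe labeling of enzyme so polarization drops; 0% = enzyme with DMSO and 100% = wells lacking PAFAH2 protein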
Active calls of the source: *; nt = no result given. A portion of the library. The share of hits here may be higher or lower than overall.

SMILES | LYPLA1 inh | PREPL inh | PAFAH1B2 FP inh | pPAFAH inh | PAD4 inh | LYPLA2 inh | PAFAH1B3 FP inh | GSTO1 counter | PAFAH2 inh
CN1C(C(=O)Nc2cccc(O)c2)=CC(c2cccs2)=NS1(=O)=O | -3 | 4 | 4 | 2 | 2 | 1 | 5 | 10 | -2
CC(C)CCN1CCN(C2CCN(c3ccccc3)CC2)CC1CCO (centres undefined) | 0 | 14 | 1 | 2 | -7 | 1 | 6 | 1 | -1
O=C(CNCCC1=CCCCC1)Nc1ccccc1N1CCCCCC1 | 0 | 22 | 4 | 6 | 0 | -4 | 3 | 2 | 4
CC(CCc1ccccc1)NC(=O)CN1C(=O)NC2(CCCCC2)C1=O (centres undefined) | 2 | 19 | 3 | 4 | 3 | -4 | -2 | 9 | 1
O=P(c1ccccc1)(c1ccccc1)c1nc(-c2ccccc2)oc1N1CCOCC1 | 1 | 15 | 0 | -3 | -4 | 3 | -7 | -5 | -2
COc1ccc(C(=O)CN2C(=O)NC3(CCCCCC3)C2=O)c(OC)c1 | 0 | -9 | 1 | 11 | 0 | 3 | 6 | -6 | 0
CCOC(=O)CC1COCCN1C(=O)CCc1nnc(-c2ccsc2)o1 (centres undefined) | 1 | 3 | 4 | 0 | 0 | 1 | 3 | 1 | -7
CCCc1nnc(NC(=O)CCC(=O)N2CCN(Cc3ccccc3)CC2)s1 | -2 | 3 | 0 | 4 | 1 | -8 | 10 | 0 | 7
O=C(NNC(=O)c1ccc(S(=O)(=O)N2CCCCC2)cc1)c1ccccc1 | 2 | -5 | 7 | 5 | 3 | 2 | 6 | 3 | 2
Cc1cc(NC(=O)C(C)N2C(=O)c3ccccc3S2(=O)=O)no1 (centres undefined) | -2 | -4 | -1 | 5 | 1 | 8 | 10 | 12 | 0
CCCCNc1cc(C)nc(N2CCOCC2)n1 | 1 | 2 | -2 | -3 | 0 | 2 | 3 | 4 | 0
CCn1c(COc2cccc(OC)c2)nnc1SCC(=O)NCC1CCCO1 (centres undefined) | -3 | 3 | 4 | 0 | 1 | -1 | -3 | 6 | -9
CN(C)c1ccc(C(=O)OCc2ccccc2)cc1 | -2 | 35 | 3 | 19 | 0 | 3 | 9 | 9 | 23
O=C(NCC(c1ccco1)N1CCN(c2ccccc2)CC1)C(=O)NC1CC1 (centres undefined) | 4 | 2 | 3 | -2 | 1 | 1 | 3 | 8 | -3
CCNC(=O)COC(=O)/C=C/c1cccc([N+](=O)[O-])c1 | -2 | 6 | 0 | 6 | -1 | 5 | 2 | 4 | 7
COc1ccc(NC(=O)c2nc(C)c(C3(C)CC(c4ccccc4)=NO3)s2)cc1 (centres undefined) | -5 | 7 | -2 | -2 | -3 | -11 | 0 | -9 | -10
CN(Cc1cccc(Cl)c1)C(=O)C1CCN(C(=O)Nc2ccccc2)CC1 | -2 | -5 | 1 | 1 | 2 | -3 | -1 | 8 | 8
O=C(CCC(=O)N1CCCCCC1)NCc1ccc(F)cc1 | 2 | 11 | 5 | 1 | 0 | 6 | 1 | 3 | 3
Cc1cc(/C=C2\SC(=S)NC2=O)c(C)n1C | -5 | 0 | 7 | 39* | -6 | 1 | 17 | 46* | 23
CCOc1cc(/C=N/N2CCN(Cc3ccccc3)CC2)ccc1O | 0 | 3 | 1 | 0 | -5 | 4 | 3 | 9 | 4
COc1nsnc1NS(=O)(=O)c1ccc(NC(=S)NC(=O)c2cccnc2)cc1 | 2 | 13 | nt | 3 | 0 | 6 | nt | 2 | nt
CCn1ccnc1CN1CCN(CC=C(C)C)C(CCO)C1 (centres undefined) | -1 | 6 | 4 | 0 | -3 | 1 | 2 | 8 | -3
COc1ccc(OC)c(NC(=O)N[C@H](Cc2ccccc2)C(=O)NN)c1 | 2 | 21 | 3 | 4 | 4 | 5 | 7 | 9 | -2
Cn1nnnc1SCC(=O)Nc1cc(S(=O)(=O)N2CCCC2)ccc1Cl | 0 | 1 | 3 | 2 | -3 | 0 | 0 | 6 | -6
Cn1c(=O)c2c(ncn2CC(=O)N2CCN(S(=O)(=O)c3ccc(F)cc3)CC2)n(C)c1=O | 4 | -3 | 2 | 3 | -3 | 1 | 6 | nt | 0

Among those listed so far, two have a thiophene ring, fused or not:
SMILES | LYPLA1 inh | PREPL inh | PAFAH1B2 FP inh | pPAFAH inh | PAD4 inh | LYPLA2 inh | PAFAH1B3 FP inh | GSTO1 counter | PAFAH2 inh
CN1C(C(=O)Nc2cccc(O)c2)=CC(c2cccs2)=NS1(=O)=O | -3 | 4 | 4 | 2 | 2 | 1 | 5 | 10 | -2
CCOC(=O)CC1COCCN1C(=O)CCc1nnc(-c2ccsc2)o1 (centres undefined) | 1 | 3 | 4 | 0 | 0 | 1 | 3 | 1 | -7

Carrying on.
SMILES | LYPLA1 inh | PREPL inh | PAFAH1B2 FP inh | pPAFAH inh | PAD4 inh | LYPLA2 inh | PAFAH1B3 FP inh | GSTO1 counter | PAFAH2 inh
CCOC(=O)c1c(C)nc2ccccc2c1-c1ccccc1 | -5 | -12 | -1 | 5 | -3 | 1 | 1 | 1 | 6
CC1CCN(CCNC(=O)C2CCN(S(=O)(=O)c3cccc4nsnc34)CC2)CC1 | 5 | 8 | 2 | 1 | 0 | 9 | 3 | 4 | 8
COC(=O)c1cc(S(=O)(=O)N(C)C2CCCCC2)oc1C | -3 | -2 | nt | -4 | 1 | -2 | nt | -1 | nt
CCOC(=O)N1CCN(CC(O)COc2ccccc2C(C)C)CC1 (centres undefined) | 2 | 3 | -2 | 7 | 1 | 8 | 2 | 1 | -1
Nc1ncnc2c1ncn2[C@H]1CC[C@@H](CO)O1 | 1 | 4 | 2 | 2 | 0 | 3 | 8 | nt | 1
C/C(CC(=O)Nc1cccc(Cl)c1C)=N\NC(=O)C(=O)NCC(C)C | 2 | -3 | 2 | 5 | -6 | 3 | -2 | 5 | 1
Cc1cc(F)ccc1NC(=O)C(C)n1c2ccccc2c2nc(=O)cc(C)n21 (centres undefined) | -1 | 2 | 0 | -1 | 4 | 2 | 5 | 1 | 0
Cc1nnc(NC(=O)CSc2ccc3nnc(-c4ccccn4)n3n2)s1 | -3 | 7 | -8 | 2 | 0 | -2 | 3 | 7 | -2
Cc1cc(C)c2c(N)c(C(=O)N/N=C/c3ccccc3)sc2n1 | 0 | 14 | 1 | 14 | -1 | 2 | 12 | -9 | 0
O=C(CCc1ccccc1)Nc1nc2nc(-c3ccccc3)cc(=O)n2[nH]1 | 0 | 3 | 27* | -4 | 3 | -3 | 12 | -7 | 5
CCN(CC)C(=O)CSc1nc(N)c(-c2ccccc2)c(=O)[nH]1 | -3 | -5 | 1 | -4 | 3 | 1 | 2 | 2 | -4
COc1ccc2c(c1)Cc1sc(NC(=O)c3ccco3)nc1-2 | 7 | 13 | 5 | 5 | -7 | 8 | 5 | 15 | -1
O=C(C1CCCCN1S(=O)(=O)c1ccccc1[N+](=O)[O-])N1CCCC1 (centres undefined) | -1 | 20 | -2 | 0 | -2 | 1 | -2 | 11 | -2
O=C(c1cn(-c2ccccc2)nc1-c1cccnc1)N1CCN(S(=O)(=O)c2cccc(F)c2)CC1 | -1 | 16 | -1 | -1 | 3 | 9 | 9 | nt | -5
CN/C=C1\C(=O)C(C)(C)Oc2ccc3ccc(=O)oc3c21 | -2 | 8 | 3 | 2 | -3 | -2 | 2 | 4 | 0
Nn1c(-c2ccccc2)nc2ccccc2c1=O | 0 | -3 | -1 | 1 | 2 | 4 | 8 | 5 | 0
COc1ccc(N2CCN(C(=O)c3ccc4ccccc4n3)CC2)cc1 | 1 | 16 | -1 | -3 | 3 | 1 | 3 | 3 | 3
Nc1ccc2nc(Cc3ccccc3)[nH]c2c1 | -2 | 42 | 0 | 6 | -19 | 0 | 5 | 0 | -3
Cc1nc(SCC(=O)Nc2ccc3c(c2)OCCO3)c2oc3ccccc3c2n1 | -3 | 9 | 2 | 2 | 4 | -1 | -6 | -4 | 1
Cc1ccc(NS(=O)(=O)c2c(C(=O)N3CCCCCC3)c(C)n(C)c2C)cc1C | -1 | 4 | 0 | 0 | -1 | -5 | 9 | 7 | 1
COCCN(C(=O)Cc1cccs1)C(C(=O)NCc1ccc(OC)cc1)c1ccccc1 (centres undefined) | 3 | -6 | 3 | 6 | -2 | 2 | 10 | 3 | 2
CN(C(=O)CSc1nc2c(c(=O)[nH]1)CCC2)c1ccccc1 | 1 | 1 | 4 | 0 | -1 | 6 | 5 | 10 | -3
CCC(c1nnnn1C(C)(C)C)N1CCN(C(=O)c2ccco2)CC1 (centres undefined) | -2 | -4 | 0 | 4 | 5 | 2 | 6 | -1 | -3
COc1ccc2c(c1OC)C(=O)OC2CC(=O)c1ccc(N(C)C)cc1 (centres undefined) | 0 | 2 | 4 | 6 | 5 | 6 | 3 | 0 | 10
O=C(CSc1nnc(-c2ccco2)o1)NC(=O)Cc1ccccc1 | -2 | -3 | 4 | 4 | -4 | 6 | 4 | 3 | -1
Next section
SMILES | LYPLA1 inh | PREPL inh | PAFAH1B2 FP inh | pPAFAH inh | PAD4 inh | LYPLA2 inh | PAFAH1B3 FP inh | GSTO1 counter | PAFAH2 inh
O=C(Nc1ccc(Cl)c(Cl)c1)Nc1ccccc1NS(=O)(=O)c1cccs1 | -24 | -5 | 10 | 22 | -4 | -32 | 8 | -32 | 8
O=C1Cc2ccccc2Sc2cc(OCCCN3CCCCC3)ccc21 | -5 | -16 | 3 | 5 | -4 | -3 | 3 | -1 | 4
COc1ccc(CN(C)C(=O)COC(=O)c2cnc(Cl)c(Cl)c2)cc1 | nt | 0 | 2 | -1 | -1 | nt | 7 | nt | 2
C[n+]1c2n(c3ccccc31)N=C(c1cc(C(C)(C)C)c(O)c(C(C)(C)C)c1)CS2 | 0 | 18 | -3 | 4 | -4 | -4 | 0 | 1 | -7
CC(C)(C)N=C1NN=C(c2ccc(S(=O)(=O)N3CCCCC3)cc2)CS1 | 4 | -3 | 4 | 7 | -5 | -1 | 6 | -3 | -2
CCn1c(=O)c([N+](=O)[O-])c(NCCc2ccc(OC)c(OC)c2)c2ccccc21 | -1 | 27 | 1 | -1 | -1 | 3 | -1 | -2 | -7
COc1ccc(S(=O)(=O)NC(C)C(=O)Nc2cccc(C(C)=O)c2)cc1 (centres undefined) | 3 | -2 | 5 | 1 | 0 | 3 | -1 | 4 | 2
O=C(c1ccsc1)N1CCCC(N2CCN(c3ccccc3F)CC2)C1 (centres undefined) | -4 | 13 | 4 | -1 | -2 | 1 | 5 | -2 | 7
O=C(Nc1ccc(Cl)cc1)C1c2cccc[n+]2CC(=O)N1Cc1ccc2c(c1)OCO2 (centres undefined) | -2 | 0 | 2 | 26* | -11 | -5 | 14 | 22 | 44*
CCOc1ccc(-c2ccc(SCC(=O)N3CCOCC3)nn2)cc1 | 3 | 14 | 2 | 2 | 3 | 10 | 2 | 3 | -10
CN(Cc1ccccc1)c1ccc(S(=O)(=O)N2CCOCC2)cn1 | 0 | 4 | 6 | 1 | -2 | 2 | -3 | -4 | 1
N#Cc1cccc(NC(=O)c2ccc(S(=O)(=O)N3CCOCC3)cc2)c1 | 1 | 2 | -3 | -1 | -7 | 3 | 6 | nt | -1
COc1ccc(-c2[nH]ncc2CN2CCC(C(=O)c3ccc(F)cc3)CC2)cc1 | 0 | 3 | 1 | -2 | -3 | 4 | 5 | -2 | -4
COc1ccc(-c2noc(CNC(=O)c3ccc4c(c3)OCO4)n2)cc1 | 1 | -44 | 4 | 0 | -5 | 0 | 2 | 7 | -2
COc1ccc(C(C)=O)c2c1OCCO2 | 2 | -1 | -4 | 6 | -4 | 7 | 4 | 1 | -4
Cc1csc(=O)n1CC(=O)OCC(=O)Nc1cc(Cl)ccc1[N+](=O)[O-] | 4 | 0 | -2 | -4 | -6 | -1 | 1 | 0 | -3
